Mtb BioA inh – blocks M. tuberculosis BioA enzyme activity; purified M. tuberculosis BioA enzyme, plate reader; inhibition, % at 9.99 µM; actives 0.096% (n = 360,000); in the data active = inhibition above about 40%
Starred values were filed as active, the others as inactive.

A first look (10 entries):
What do the screens show for `C=CCN1C(=O)[C@]2(O[C@H](CCn3cc([C@H](O)c4ccccc4)nn3)[C@@H]([Si](C)(C)c3ccc(OC)cc3)[C@@H]2C)c2cc(N3CCOC3=O)ccc21`?
Mtb BioA inh: -0.4

Results for CO[C@@H]1CN(C)C(=O)c2cc(NC(=O)NC(C)C)ccc2OC[C@@H](C)N(CCC(F)(F)F)C[C@@H]1C ?
Mtb BioA inh: 2.2

How did C[C@H]1CN([C@@H](C)CO)C(=O)c2cccc(NC(=O)Nc3cccc4ccccc34)c2O[C@H]1CN(C)S(=O)(=O)c1ccccc1 do in these assays?
Mtb BioA inh: -0.4

What do the screens show for `Cn1cnc(S(=O)(=O)N[C@H]2CC[C@H](CC(=O)Nc3ccc(-c4ccccc4)cc3)O[C@H]2CO)c1`?
Mtb BioA inh: 0.0

What do the screens show for `COCCNC(=O)C[C@H]1CC[C@@H](NS(=O)(=O)c2ccc(C)cc2)[C@@H](CO)O1`?
Mtb BioA inh: 0.5

How did Cc1ccc(-c2ccc([C@@H]3[C@H]4CN(C(=O)c5ccc(F)cc5)CCCCN4[C@H]3CO)cc2)cc1 do in these assays?
Mtb BioA inh: 0.3

Results for C[C@@H]1CN([C@@H](C)CO)C(=O)Cc2cc(NS(=O)(=O)c3cccs3)ccc2O[C@H]1CN(C)S(=O)(=O)c1ccccc1 ?
Mtb BioA inh: 1.4

How did C[C@@H]1CN([C@@H](C)CO)S(=O)(=O)c2ccc(-c3cccnc3)cc2O[C@@H]1CN(C)Cc1ccccn1 do in these assays?
Mtb BioA inh: -0.5

Results for COc1ccc(S(=O)(=O)N(C)C[C@@H]2Oc3ccc(NC(=O)Nc4cccc5ccccc45)cc3C(=O)N([C@H](C)CO)C[C@@H]2C)cc1 ?
Mtb BioA inh: -1.3

How did C[C@@H]1CCCCO[C@@H](CN(C)S(=O)(=O)c2ccc(Cl)cc2)[C@H](C)CN([C@H](C)CO)C(=O)c2cc(NS(=O)(=O)c3cccs3)ccc2O1 do in these assays?
Mtb BioA inh: -0.9

The whole of this part, repeating the preview:
What do the screens show for `C=CCN1C(=O)[C@]2(O[C@H](CCn3cc([C@H](O)c4ccccc4)nn3)[C@@H]([Si](C)(C)c3ccc(OC)cc3)[C@@H]2C)c2cc(N3CCOC3=O)ccc21`?
Mtb BioA inh: -0.4

Results for CO[C@@H]1CN(C)C(=O)c2cc(NC(=O)NC(C)C)ccc2OC[C@@H](C)N(CCC(F)(F)F)C[C@@H]1C ?
Mtb BioA inh: 2.2

How did C[C@H]1CN([C@@H](C)CO)C(=O)c2cccc(NC(=O)Nc3cccc4ccccc34)c2O[C@H]1CN(C)S(=O)(=O)c1ccccc1 do in these assays?
Mtb BioA inh: -0.4

What do the screens show for `Cn1cnc(S(=O)(=O)N[C@H]2CC[C@H](CC(=O)Nc3ccc(-c4ccccc4)cc3)O[C@H]2CO)c1`?
Mtb BioA inh: 0.0

What do the screens show for `COCCNC(=O)C[C@H]1CC[C@@H](NS(=O)(=O)c2ccc(C)cc2)[C@@H](CO)O1`?
Mtb BioA inh: 0.5

How did Cc1ccc(-c2ccc([C@@H]3[C@H]4CN(C(=O)c5ccc(F)cc5)CCCCN4[C@H]3CO)cc2)cc1 do in these assays?
Mtb BioA inh: 0.3

Results for C[C@@H]1CN([C@@H](C)CO)C(=O)Cc2cc(NS(=O)(=O)c3cccs3)ccc2O[C@H]1CN(C)S(=O)(=O)c1ccccc1 ?
Mtb BioA inh: 1.4

How did C[C@@H]1CN([C@@H](C)CO)S(=O)(=O)c2ccc(-c3cccnc3)cc2O[C@@H]1CN(C)Cc1ccccn1 do in these assays?
Mtb BioA inh: -0.5

Results for COc1ccc(S(=O)(=O)N(C)C[C@@H]2Oc3ccc(NC(=O)Nc4cccc5ccccc45)cc3C(=O)N([C@H](C)CO)C[C@@H]2C)cc1 ?
Mtb BioA inh: -1.3

How did C[C@@H]1CCCCO[C@@H](CN(C)S(=O)(=O)c2ccc(Cl)cc2)[C@H](C)CN([C@H](C)CO)C(=O)c2cc(NS(=O)(=O)c3cccs3)ccc2O1 do in these assays?
Mtb BioA inh: -0.9

How did CCNC(=O)C[C@H]1CC[C@@H]2[C@@H](COc3ccc(NC(=O)Nc4ccccc4OC)cc3C(=O)N2C)O1 do in these assays?
Mtb BioA inh: -1.8

Results for C[C@@H]1CN([C@H](C)CO)C(=O)c2cc(NC(=O)c3ccccc3)ccc2O[C@@H](C)CCCCO[C@H]1CN(C)S(=O)(=O)c1cccs1 ?
Mtb BioA inh: -5.3

Results for COC(=O)C[C@@H]1CC[C@H]2NC[C@@H](O)COC[C@@H]2O1 ?
Mtb BioA inh: -0.8

Results for CCCN(C)C[C@@H]1OCCCC[C@H](C)Oc2ccc(NC(=O)CCC(F)(F)F)cc2C(=O)N([C@H](C)CO)C[C@@H]1C ?
Mtb BioA inh: -1.8

How did CCCN1C[C@@H](C)[C@@H](OC)CN(C)C(=O)c2cc(NC(=O)c3ccccc3F)ccc2OC[C@@H]1C do in these assays?
Mtb BioA inh: 0.0

How did C[C@@H]1CN([C@H](C)CO)S(=O)(=O)c2ccc(C3=CCCCC3)cc2O[C@@H]1CN(C)C(=O)C1CC1 do in these assays?
Mtb BioA inh: 1.6

What do the screens show for `C[C@@H]1CCCCO[C@H](CN(C)Cc2ccncc2)[C@H](C)CN([C@@H](C)CO)C(=O)c2cc(NC(=O)Nc3ccc4c(c3)OCO4)ccc2O1`?
Mtb BioA inh: 0.6

What do the screens show for `Cc1ccc(S(=O)(=O)Nc2ccc3c(c2)C(=O)N([C@@H](C)CO)C[C@H](C)[C@H](CN(C)C(=O)CCC(F)(F)F)OCCCC[C@@H](C)O3)cc1`?
Mtb BioA inh: 1.6

How did Cc1cccc(-c2ccc([C@H]3[C@@H](CO)N4CCCCN(C(=O)c5ccncc5)C[C@H]34)cc2)c1 do in these assays?
Mtb BioA inh: 2.5

How did C[C@@H]1CCCCO[C@H](CN(C)Cc2ccc3c(c2)OCO3)[C@H](C)CN([C@@H](C)CO)C(=O)c2cc(NS(=O)(=O)c3ccccc3)ccc2O1 do in these assays?
Mtb BioA inh: 2.5

What do the screens show for `C[C@H]1CN([C@@H](C)CO)S(=O)(=O)c2ccc(-c3cncnc3)cc2O[C@H]1CN(C)C(=O)c1cccc(F)c1`?
Mtb BioA inh: -1.4

How did C[C@@H]1CN([C@H](C)CO)C(=O)c2cc(NC(=O)Nc3ccc(F)cc3)ccc2O[C@H]1CN(C)S(=O)(=O)c1ccc(Cl)cc1 do in these assays?
Mtb BioA inh: 1.3

What do the screens show for `CNC[C@H]1OCCCC[C@@H](C)Oc2ccc(N)cc2C(=O)N([C@@H](C)CO)C[C@H]1C`?
Mtb BioA inh: 0.3

How did C[C@H]1CN([C@@H](C)CO)C(=O)c2cccc(NC(=O)C3CC3)c2O[C@@H]1CN(C)C(=O)Nc1ccc(F)cc1 do in these assays?
Mtb BioA inh: -2.2

How did N#Cc1ccc(-c2ccc3c(c2)[C@H]2[C@H](CCN2C(=O)C2CC2)[C@H](CO)N3)cc1 do in these assays?
Mtb BioA inh: 2.2

Results for CN(C)c1ccc2c(c1)[C@@H]1C[C@@H](CC(=O)NCc3cccc(F)c3)O[C@@H](CO)[C@@H]1O2 ?
Mtb BioA inh: 2.4

Results for CNC[C@@H]1OCCCC[C@@H](C)Oc2ccc(NC(=O)NC(C)C)cc2C(=O)N([C@H](C)CO)C[C@H]1C ?
Mtb BioA inh: -3.2

Results for C[C@@H]1CCCCO[C@@H](CN(C)Cc2ccc(C(=O)O)cc2)[C@@H](C)CN([C@@H](C)CO)C(=O)c2cc(NS(C)(=O)=O)ccc2O1 ?
Mtb BioA inh: -0.6

What do the screens show for `COc1ccc(S(=O)(=O)Nc2ccc3c(c2)C(=O)N([C@@H](C)CO)C[C@H](C)[C@@H](CN(C)C(=O)CCCN(C)C)OCCCC[C@H](C)O3)cc1`?
Mtb BioA inh: -5.0

What do the screens show for `Cc1ccc(-c2ccc([C@H]3[C@H]4CN(C(=O)Nc5cccc(F)c5)CCCCN4[C@H]3CO)cc2)cc1`?
Mtb BioA inh: -0.9

How did C[C@H]1CN([C@@H](C)CO)C(=O)Cc2cc(NC(=O)Nc3cccc4ccccc34)ccc2O[C@@H]1CN(C)S(=O)(=O)c1cn(C)cn1 do in these assays?
Mtb BioA inh: -0.8

How did C[C@H]1CN([C@@H](C)CO)C(=O)c2cccc(NS(=O)(=O)c3cccs3)c2O[C@@H]1CN(C)S(=O)(=O)c1ccc(Cl)cc1 do in these assays?
Mtb BioA inh: 0.4

What do the screens show for `CN(C)C(=O)[C@H]1[C@H](CO)[C@H]2Cn3c(ccc(C4=CCCC4)c3=O)[C@@H]1N2CC1CCCCC1`?
Mtb BioA inh: 0.3

How did C[C@@H]1CCCCO[C@@H](CN(C)C(=O)c2ccccc2)[C@@H](C)CN([C@H](C)CO)C(=O)c2cc(NC(=O)Nc3ccccc3)ccc2O1 do in these assays?
Mtb BioA inh: -3.4

What do the screens show for `COc1ccc(S(=O)(=O)Nc2ccc3c(c2)C(=O)N([C@@H](C)CO)C[C@H](C)[C@H](CN(C)S(=O)(=O)c2c(C)noc2C)O3)cc1`?
Mtb BioA inh: 0.6

How did CCCN1[C@@H]2Cn3c(ccc(-c4cccc(C(=O)N(C)C)c4)c3=O)[C@H]1[C@@H](C(=O)OC)[C@@H]2CO do in these assays?
Mtb BioA inh: 1.0

What do the screens show for `C[C@@H]1CCCCO[C@@H](CN(C)C(=O)Nc2ccc(C(F)(F)F)cc2)[C@H](C)CN([C@H](C)CO)C(=O)c2cc(NC(=O)c3ccccc3)ccc2O1`?
Mtb BioA inh: -1.9

How did COc1ccc(-c2cnc3c(c2)C(=O)N([C@@H](C)CO)C[C@H](C)[C@H](CN(C)C(=O)CN(C)C)O3)cc1 do in these assays?
Mtb BioA inh: -2.1

Results for COc1ccc(NC(=O)Nc2ccc3c(c2)CC(=O)N([C@@H](C)CO)C[C@@H](C)[C@@H](CN(C)S(=O)(=O)c2ccc(OC)cc2)O3)cc1 ?
Mtb BioA inh: -1.9

Results for C[C@@H]1CN([C@H](C)CO)C(=O)c2cccc(NC(=O)c3ccc(-c4nccs4)cc3)c2O[C@@H]1CN(C)Cc1ccc(Cl)c(Cl)c1 ?
Mtb BioA inh: 3.4

What do the screens show for `C[C@H]1CN([C@@H](C)CO)C(=O)c2cccc(NC(=O)NC3CCCCC3)c2O[C@H]1CN(C)S(=O)(=O)c1ccc(Cl)cc1`?
Mtb BioA inh: -1.3

How did CO[C@H]1CN(C)C(=O)c2cc(NS(=O)(=O)c3ccccc3Cl)ccc2OC[C@@H](C)NC[C@H]1C do in these assays?
Mtb BioA inh: -2.0

How did O=C(Nc1ccccc1F)N1CCCCN2[C@H](C1)[C@@H](c1ccc(-c3cccnc3)cc1)[C@@H]2CO do in these assays?
Mtb BioA inh: 4.4

Results for N#C[C@H]1[C@H](c2ccc(-c3ccccc3F)cc2)[C@@H](CO)N1C(=O)c1ccccn1 ?
Mtb BioA inh: -1.6

What do the screens show for `O=C(O)C[C@H]1CC[C@H](NC(=O)c2ccncc2)[C@@H](CO)O1`?
Mtb BioA inh: -2.4

How did COc1ccc(S(=O)(=O)N[C@H]2CC[C@@H](CC(=O)NCCc3ccccc3)O[C@@H]2CO)cc1 do in these assays?
Mtb BioA inh: -1.4

What do the screens show for `C[C@@H]1CN([C@@H](C)CO)C(=O)c2cc(C#CC3CCCC3)cnc2O[C@@H]1CN(C)C(=O)Nc1ccccc1`?
Mtb BioA inh: -0.2

How did CCCNC(=O)N(C)C[C@H]1Oc2ncc(-c3ccccc3F)cc2C(=O)N([C@H](C)CO)C[C@H]1C do in these assays?
Mtb BioA inh: 2.0

Results for CC=Cc1ccc2n(c1=O)C[C@@H]1[C@@H](CO)[C@H](C(=O)Nc3nccs3)N(Cc3ccccc3F)[C@H]21 (mixture of isomers) ?
Mtb BioA inh: 1.0

Results for CC(=O)N1CCCCN2[C@@H](CO)[C@H](c3ccc(-c4ccncc4)cc3)[C@@H]2C1 ?
Mtb BioA inh: -0.7

How did CC(=O)N(C)C[C@@H]1Oc2ncc(C#CCc3ccccc3)cc2C(=O)N([C@@H](C)CO)C[C@@H]1C do in these assays?
Mtb BioA inh: -1.4

Results for C[C@H]1CN([C@@H](C)CO)C(=O)c2cc(-c3ccc(F)cc3)cnc2O[C@H]1CN(C)Cc1ccc(C(=O)O)cc1 ?
Mtb BioA inh: -0.4

What do the screens show for `CO[C@H]1CN(C)C(=O)c2cc(NC(=O)c3cc(C)on3)ccc2OC[C@H](C)N(CC2CC2)C[C@H]1C`?
Mtb BioA inh: -2.4

How did CCCNC(=O)N(C)C[C@@H]1Oc2ncc(Br)cc2C(=O)N([C@@H](C)CO)C[C@H]1C do in these assays?
Mtb BioA inh: -1.3

What do the screens show for `C[C@@H]1CN([C@@H](C)CO)C(=O)c2cc(NS(=O)(=O)c3ccc(Cl)cc3)ccc2O[C@@H](C)CCCCO[C@@H]1CN(C)Cc1ccccc1`?
Mtb BioA inh: 4.8

How did O=C(C[C@@H]1CC[C@@H](NS(=O)(=O)c2ccccc2)[C@H](CO)O1)N1CCc2ccccc2C1 do in these assays?
Mtb BioA inh: -2.0

What do the screens show for `C[C@H](CO)N1C[C@H](C)[C@H](CN(C)S(=O)(=O)c2cn(C)cn2)Oc2ccc(NC(=O)C3CC3)cc2C1=O`?
Mtb BioA inh: 0.8

Results for O=C(C[C@H]1CC[C@H](NC(=O)NC2CCCCC2)[C@@H](CO)O1)NCc1ccc(Cl)cc1 ?
Mtb BioA inh: -2.6

What do the screens show for `Cc1noc(C)c1NC(=O)N(C)C[C@@H]1Oc2ccc(NC(=O)Cc3ccccc3)cc2CC(=O)N([C@H](C)CO)C[C@H]1C`?
Mtb BioA inh: -0.3

What do the screens show for `CO[C@H](CN(C)C(=O)c1ccc2c(c1)OCO2)[C@@H](C)CN([C@H](C)CO)S(=O)(=O)c1ccc(Cl)cc1`?
Mtb BioA inh: 0.8

Results for CCNC(=O)C[C@H]1CC[C@H]2[C@@H](COC[C@H](O)CN2C(=O)C2CCOCC2)O1 ?
Mtb BioA inh: -3.4

Results for C[C@@H]1CN([C@@H](C)CO)C(=O)c2cc(-c3ccccc3F)cnc2O[C@H]1CN(C)C(=O)C1CC1 ?
Mtb BioA inh: 0.8

Results for CCCNC(=O)C[C@@H]1C[C@H]2c3cc(NC(=O)Nc4ccc(F)cc4)ccc3O[C@H]2[C@@H](CO)O1 ?
Mtb BioA inh: 0.1

What do the screens show for `CO[C@H]1CC[C@H]2CCOc3c(C#N)cccc3C(=O)N(C)C[C@H](C)C(=O)N(C)C[C@H]1O2`?
Mtb BioA inh: -0.8

Some of the compounds tested; count on the stated rates, not on these rows.
